# HIF-2a block: blocks HIF-2a reporter activity | 786-0 RCC cells HIF-2a reporter, luciferase luminescence, overnight | inhibition, % at 18.8 µM | 0.72% of 360,000 active;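 active = inhibition of the luminescence signal of 40% or more relative to plate controls, in a single-dose primary screen at 18.75 µM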
# NR2E3 ag-1: activates human NR2E3 receptor | inhibition of corepressor binding, % at 3.98 µM | AID 602229 | CHO-S Gal4-NCOR/VP16-NR2E3 two-hybrid, luciferase | 0.35% of 360,000 active;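 active = inhibition above the mean of all tested compounds plus 3 SD, cut at about 70% in these data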;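 also: 0% = DMSO with NR2E3 transfected cells and 100% = cells lacking NR2E3 construct; higher means lower luciferase signal from less NR2E3 corepressor binding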
# Target sequence (Q9Y5X4 whole entry, looked up, the tested form may be a part): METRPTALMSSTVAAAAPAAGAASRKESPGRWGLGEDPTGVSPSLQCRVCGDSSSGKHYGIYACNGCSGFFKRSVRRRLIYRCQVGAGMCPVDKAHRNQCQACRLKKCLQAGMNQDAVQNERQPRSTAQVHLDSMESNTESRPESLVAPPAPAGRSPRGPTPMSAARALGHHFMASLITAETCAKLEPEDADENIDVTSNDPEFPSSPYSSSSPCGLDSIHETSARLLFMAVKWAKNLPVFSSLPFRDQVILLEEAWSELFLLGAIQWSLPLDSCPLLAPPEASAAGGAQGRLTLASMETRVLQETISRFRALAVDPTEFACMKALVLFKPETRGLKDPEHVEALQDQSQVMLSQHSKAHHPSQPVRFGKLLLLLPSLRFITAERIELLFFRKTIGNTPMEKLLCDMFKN
# C8 TRAIL sens: sensitizes caspase-8 expressing cells to TRAIL. 1% of 360,000 active. inhibition (viability loss, TRAIL sensitization), % at 10 µM. NB7+C8 cells + TRAIL, ATPlite viability luminescence;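 active = compounds causing at least 50% loss of cell viability in the single-dose screen, relative to plate controls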
# MITF TRPM1 inh: reduces MITF-dependent TRPM1 promoter luciferase signal | SK-MEL-5 TRPM1 promoter luciferase, 24 h | inhibition, % at 12.5 µM | 0.83% of 330,000 active | AID 488899;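 active = mean inhibition across replicates of 60% or more, whatever share of single replicates reaches that level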; also: values of inactives mirror those of a sister screen read the other way
# NR2E3 ag-2: NR2E3 (human) agonism; GST-NR2E3/biotin-RetCOR TR-FRET, 1536-well; inhibition of corepressor binding, % at 4.78 µM; 0.12% of 320,000 active; AID 2300;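 active = percent inhibition above the cutoff of mean plus 3 SD of all tested compounds, set per screening campaign, cut at about 20% in these data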;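 also: 0% = DMSO wells and 100% = biotin wells as full block of FRET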
#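 system = GST-tagged NR2E3 plus biotinylated RetCOR corepressor | input = 1.35 nM GST-NR2E3 | also added = 7 nM biotin-RetCOR | schedule = 5 h incubation at 4 °C | measured by = TR-FRET with europium anti-GST and streptavidin-D2, 340 nm excitation | read-out = percent loss of FRET ratio relative to control wells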
# Shn3 3UTR inh: Schnurri-3 reporter inhibition in Clone20 osteoblasts; Clone20 osteoblast Shn3 3'UTR firefly luciferase, 24 h; inhibition, % at 12.5 µM; 0.52% of 360,000 active;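 active = mean inhibition of at least 75% with every replicate also reaching 75%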;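 also: 0% = median of neutral control wells and 100% = pilot-screen positive control compound; some compounds past the cut are filed as inactive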
# CF NFkB block: cystic fibrosis NF-kB activation inhibition | inhibition, % at 5 µM | KKLEB NF-kB-GFP reporter, PAF-induced, GFP fluorescence overnight | 0.86% of 360,000 active;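 active = at least 50% inhibition at 5 µM, scaled per plate between neutral and stimulator controls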;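 also: PAF is a Pseudomonas aeruginosa culture filtrate used as stimulus; plate controls were PAF-stimulated DMSO wells for no effect and unstimulated DMSO wells for full effect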
# TROY NFkB inh: inhibitors of TROY-dependent NF-kB signaling; Q293 LMP1-TROYcd NF-kB luciferase reporter, 4 h; inhibition, % at 10 µM; 0.98% of 360,000 active;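 active = compounds whose plate-normalised and pattern-corrected inhibition of the luciferase reporter signal at the single screening dose is 50% or more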
# KKLEB tox: reduces viability of KKLEB cystic fibrosis airway cells; KKLEB CF airway cells viability, ATPlite luminescence, overnight; active compounds read low; cells stimulated with P. aeruginosa culture filtrate; activity change (cytotoxicity), % at 5 µM; 0.36% of 360,000 active; AID 602141;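 active = corrected activity change at or below -50% at 5 µM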
# TWEAK Fn14 block: TWEAK-Fn14 signaling inhibition; TWEAK-stimulated Fn14 reporter cells, luciferase luminescence, 8 h; 2% of 360,000 active; inhibition, % at 10 µM; in the data active = inhibition above about 50%
# Peg3 prom inh: Peg3 promoter activity inhibition. 1.7% of 360,000 active. HeLa PEG-Prom luciferase reporter, luminescence, overnight. inhibition, % at 20 µM. AID 588405;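 active = inhibition of at least 50% at 20 µM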
# * marks the source's active call; other numbers are inactive results; · = not tested or not shown. This is a subset; count on the stated rates, not on these rows.
Structure | CF NFkB block | HIF-2a block | NR2E3 ag-1 | NR2E3 ag-2 | Peg3 prom inh | KKLEB tox | C8 TRAIL sens | TWEAK Fn14 block | Shn3 3UTR inh | TROY NFkB inh | MITF TRPM1 inh
O=C(C[C@@H]1C/C=C\C[C@@H](Cc2ccc(F)cc2)C(=O)OC[C@@H]2CCCN2C1=O)N[C@H](CO)Cc1ccccc1 | 11.4 | 6.9 | -2.2 | · | -7.5 | -6.5 | -3.3 | 15.3 | -3.6 | -2.9 | 6.1
NC(=O)c1ccc(N2CCCCC2)c(N2C(=O)C3C4C=CC(C4)C3C2=O)c1 (stereo not given) | -9.0 | 8.1 | 12.0 | 0.0 | 14.5 | 0.5 | 8.6 | 4.6 | 10.3 | 16.9 | 9.9
CCOC(=O)N1CCN(C(=O)c2ccc(Cn3c(=S)[nH]c4cc5c(cc4c3=O)OCO5)cc2)CC1 | 2.7 | 7.7 | 4.4 | 2.3 | 8.4 | 18.2 | 23.5 | 4.0 | 8.2 | 49.6 | 62.7*
Cc1ccccc1NS(=O)(=O)c1ccc(NC(=O)N2CCCCC2)cc1 | 1.9 | -3.4 | -22.4 | 5.9 | -1.1 | 5.9 | -2.4 | -4.6 | 15.5 | 11.2 | 15.0
CN(C)CCCNC(=O)c1cc2sc3ccccc3c2s1 | 12.3 | -34.4 | -5.8 | 2.2 | 11.4 | -16.2 | 8.4 | -29.5 | -21.1 | -41.3 | -22.5
COc1ccc2c(=O)cc(C(F)(F)C(F)(F)F)oc2c1 | -1.4 | 7.5 | -13.9 | 2.5 | 15.7 | 4.1 | -4.0 | 10.6 | -7.6 | 1.0 | -0.3
COc1ccc(C(C(C(=O)c2cccs2)N2CCOCC2)N2CCOCC2)cc1OC (stereo not given) | 11.5 | -24.6 | -52.4 | 0.6 | -12.1 | -2.6 | 5.2 | -19.7 | 2.9 | -10.4 | -4.1
O=C(c1ccc(N2CCOCC2)c([N+](=O)[O-])c1)N1CCCCC1 | -5.4 | 7.3 | 6.6 | -3.3 | -3.9 | 1.5 | 13.9 | -2.0 | 2.7 | -17.4 | 7.3
CC(=O)Nc1c(C(=O)O)oc2ccc(Cl)cc12 | 17.8 | 19.2 | -18.4 | -2.7 | -1.7 | -7.4 | -5.5 | -1.4 | -8.4 | -10.6 | 2.2
O=C(Nc1nc2ccccc2[nH]1)c1cccc(Br)c1 | -11.7 | -273.2 | -133.7 | -2.1 | -239.1 | 3.5 | 33.9 | 31.1 | -41.5 | -31.9 | -14.0
CC[C@]12c3[nH]c4cc(CCC(=O)N(C)C)ccc4c3CCN1C(=O)[C@@H](CC(=O)NC(C)(C)C)C[C@@H]2C(=O)N1CCN(C(=O)c2ccco2)CC1 | -34.7 | 0.8 | -21.2 | · | -23.0 | 11.2 | -6.6 | 2.1 | -21.4 | -5.8 | 1.7
COc1cc2c(cc1OC)CN(Cc1nc3ccsc3c(=O)[nH]1)CC2 | 17.7 | -0.4 | -32.0 | 2.1 | -5.0 | -1.0 | -3.5 | 76.5* | 4.4 | 4.7 | 11.3

# 4 entries from above, reformatted.
Cc1ccccc1NS(=O)(=O)c1ccc(NC(=O)N2CCCCC2)cc1
  CF NFkB block: 1.9	HIF-2a block: -3.4	NR2E3 ag-1: -22.4	NR2E3 ag-2: 5.9	Peg3 prom inh: -1.1	KKLEB tox: 5.9	C8 TRAIL sens: -2.4	TWEAK Fn14 block: -4.6	Shn3 3UTR inh: 15.5	TROY NFkB inh: 11.2	MITF TRPM1 inh: 15.0

CN(C)CCCNC(=O)c1cc2sc3ccccc3c2s1
  CF NFkB block: 12.3	HIF-2a block: -34.4	NR2E3 ag-1: -5.8	NR2E3 ag-2: 2.2	Peg3 prom inh: 11.4	KKLEB tox: -16.2	C8 TRAIL sens: 8.4	TWEAK Fn14 block: -29.5	Shn3 3UTR inh: -21.1	TROY NFkB inh: -41.3	MITF TRPM1 inh: -22.5

COc1ccc2c(=O)cc(C(F)(F)C(F)(F)F)oc2c1
  CF NFkB block: -1.4	HIF-2a block: 7.5	NR2E3 ag-1: -13.9	NR2E3 ag-2: 2.5	Peg3 prom inh: 15.7	KKLEB tox: 4.1	C8 TRAIL sens: -4.0	TWEAK Fn14 block: 10.6	Shn3 3UTR inh: -7.6	TROY NFkB inh: 1.0	MITF TRPM1 inh: -0.3

COc1ccc(C(C(C(=O)c2cccs2)N2CCOCC2)N2CCOCC2)cc1OC (stereo not given)
  CF NFkB block: 11.5	HIF-2a block: -24.6	NR2E3 ag-1: -52.4	NR2E3 ag-2: 0.6	Peg3 prom inh: -12.1	KKLEB tox: -2.6	C8 TRAIL sens: 5.2	TWEAK Fn14 block: -19.7	Shn3 3UTR inh: 2.9	TROY NFkB inh: -10.4	MITF TRPM1 inh: -4.1

# An excerpt of these results, as labelled records.
> CC[C@]12c3[nH]c4cc(CCC(=O)N(C)C)ccc4c3CCN1C(=O)[C@@H](CC(=O)NC(C)(C)C)C[C@@H]2C(=O)N1CCN(C(=O)c2ccco2)CC1
  CF NFkB block = -34.7
  HIF-2a block = 0.8
  NR2E3 ag-1 = -21.2
  NR2E3 ag-2 = ·
  Peg3 prom inh = -23.0
  KKLEB tox = 11.2
  C8 TRAIL sens = -6.6
  TWEAK Fn14 block = 2.1
  Shn3 3UTR inh = -21.4
  TROY NFkB inh = -5.8
  MITF TRPM1 inh = 1.7

> CN(C)CCCNC(=O)c1cc2sc3ccccc3c2s1
  CF NFkB block = 12.3
  HIF-2a block = -34.4
  NR2E3 ag-1 = -5.8
  NR2E3 ag-2 = 2.2
  Peg3 prom inh = 11.4
  KKLEB tox = -16.2
  C8 TRAIL sens = 8.4
  TWEAK Fn14 block = -29.5
  Shn3 3UTR inh = -21.1
  TROY NFkB inh = -41.3
  MITF TRPM1 inh = -22.5

# Additional compounds
Structure | CF NFkB block | HIF-2a block | NR2E3 ag-1 | NR2E3 ag-2 | Peg3 prom inh | KKLEB tox | C8 TRAIL sens | TWEAK Fn14 block | Shn3 3UTR inh | TROY NFkB inh | MITF TRPM1 inh
CN1CCN(CCCNCc2cn(CCC#N)c3ccccc23)CC1 | 4.2 | 15.3 | 13.0 | -2.4 | -0.6 | -0.4 | -3.5 | 9.8 | 7.6 | 15.1 | -5.8
Cc1cccc(NCc2ccccc2O)c1 | -13.2 | -38.9 | -7.7 | 1.4 | -50.5 | 0.6 | 3.7 | 8.2 | -28.6 | · | -13.4
CC1(C(=O)NS(=O)(=O)c2cccs2)CCN1C(=O)C1CCCCC1 (stereo not given) | -29.8 | 16.7 | 13.9 | · | 2.4 | -7.0 | -17.8 | 13.1 | -18.0 | -4.8 | ·
COc1ccc(C(C(=O)NC2CCCCC2)N(C(=O)CCl)c2ccc(Cl)cc2)cc1 (stereo not given) | 97.3* | 26.6 | -9.9 | 7.2 | 73.5* | -99.0* | 96.3* | 53.7* | 94.1* | 9.0 | 78.5*
Cc1cnc(NC(=O)CN(C)S(=O)(=O)c2ccc(Cl)cc2)s1 | 1.1 | 5.2 | -5.3 | -3.2 | 9.9 | 6.4 | 0.5 | -24.4 | -3.1 | -25.6 | -3.2
CSc1ncccc1C(=O)Nc1nc2ccc(Oc3ccccc3)cc2s1 | 5.2 | -196.0 | -98.0 | -1.3 | -72.8 | -8.0 | 7.2 | 8.5 | -24.2 | -4.4 | -59.6
CCNS(=O)(=O)c1ccc(CCC(=O)O)cc1 | 11.9 | 15.7 | 14.2 | -3.2 | 6.6 | 3.4 | 11.6 | -1.2 | -11.8 | -5.1 | 13.1
Cc1ccc(Cn2c(C(=O)O)cc3sccc32)cc1 | 0.4 | 10.1 | -42.8 | -3.5 | 11.1 | -9.3 | -7.3 | 4.3 | 10.7 | -5.8 | 5.7
O=C(Nc1cc(C(F)(F)F)ccc1N1CCOCC1)c1cn2ccccc2n1 | 4.1 | 10.4 | -26.3 | 0.7 | 7.1 | -3.3 | 1.0 | -2.6 | 22.2 | 0.6 | -6.3
Cc1cc(C)cc(NC(=O)c2cc(=O)c3ccccc3o2)c1 | -12.0 | -20.1 | 4.5 | 5.2 | -12.0 | 19.5 | 8.4 | 6.2 | 4.3 | 1.6 | -7.0
COCC(=O)n1nc(NCc2ccc(OC)cc2)nc1NCc1ccc(OC)cc1 | 7.0 | 13.6 | -12.0 | 1.8 | 7.5 | 8.2 | -2.0 | -6.5 | 5.1 | -7.2 | 4.4
